NPR1 activator = GC-A (human) enzyme activation. P16066. HEK293 GC-A cells, cGMP TR-FRET, EC30 ANP; 0% at EC30 ANP, 100% saturating ANP. activation, % at 10 µM. 0.14% of 370,000 active. AID 1671463; in the data active = activation above about 40%
rCAG binder = binds r(CAG) RNA repeats; inhibition, % at 3 µM; 1.3% of 370,000 active; r(CAG) RNA repeat, TO-PRO-1 dye displacement fluorescence; AID 651821;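 active = inhibition above the plate cutoff, the mean of all test compounds on that plate plus 3 SD, cut at about 35% in these data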;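 note: 0% = DMSO alone and 100% = 100 µM mitoxantrone as full dye displacement; higher means more dye released from RNA so lower well fluorescence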
NPR2 activator = GC-B (human) receptor activation | activation, % at 10 µM | P20594 | 0.11% of 370,000 active | HEK293-GC-B cells, CNP EC30, cGMP TR-FRET; 0% at EC30 CNP, 100% saturating CNP | AID 1920062;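 active = activation at 10 µM reaching about 35% in either raw or pattern-adjusted values, limit read from the data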
SMARCA2 activ = SMARCA2 function activation, primary screen; MG213 cells, MMTV-luciferase reporter, dexamethasone, overnight; activation, % at 9.1 µM; 1% of 370,000 active; AID 652017; in the data active = activation above about 7.8%;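 note: 0% = vehicle wells and 100% = reference activator wells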
ABHD4 inh = inhibits mouse alpha/beta hydrolase domain 4. Q8VD66. purified mABHD4, FP-Rh probe fluorescence polarization. inhibition, % at 8.92 µM. 0.54% of 370,000 active;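 active = inhibition exceeding the mean over every tested compound plus 3 SD, cut at about 30% in these data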;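 note: 0% = plate median of compound wells and 100% = S159A mutant with DMSO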
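Assay system: mouse ABHD4 enzyme, wild type / Also added: fluorescent activity-based probe FP-Rh / Doses: single nominal dose of 8.92 µM, 0.89% DMSO final / Timing: 45 min compound pre-incubation plus 60 min probe step, 25 °C / Signal: FP readout, ex 525 nm / em 598 nm / Control set: S159A mutant/DMSO as 100%, compound-well median as 0%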
Rev-erbA mod = modulates human Rev-erb alpha binding to DNA; P20393; Rev-erbα–FITC-DNA binding, fluorescence polarization, 90 min; activity, % at 10 µM; 0.79% of 370,000 active; AID 1259318;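 active = activity above about 14%, limit read from the data; passing the limit was not always enough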;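 note: 0% = DMSO wells with 35 nM protein and 100% = DMSO wells with 750 nM protein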
Target sequence (P20393 whole entry, looked up): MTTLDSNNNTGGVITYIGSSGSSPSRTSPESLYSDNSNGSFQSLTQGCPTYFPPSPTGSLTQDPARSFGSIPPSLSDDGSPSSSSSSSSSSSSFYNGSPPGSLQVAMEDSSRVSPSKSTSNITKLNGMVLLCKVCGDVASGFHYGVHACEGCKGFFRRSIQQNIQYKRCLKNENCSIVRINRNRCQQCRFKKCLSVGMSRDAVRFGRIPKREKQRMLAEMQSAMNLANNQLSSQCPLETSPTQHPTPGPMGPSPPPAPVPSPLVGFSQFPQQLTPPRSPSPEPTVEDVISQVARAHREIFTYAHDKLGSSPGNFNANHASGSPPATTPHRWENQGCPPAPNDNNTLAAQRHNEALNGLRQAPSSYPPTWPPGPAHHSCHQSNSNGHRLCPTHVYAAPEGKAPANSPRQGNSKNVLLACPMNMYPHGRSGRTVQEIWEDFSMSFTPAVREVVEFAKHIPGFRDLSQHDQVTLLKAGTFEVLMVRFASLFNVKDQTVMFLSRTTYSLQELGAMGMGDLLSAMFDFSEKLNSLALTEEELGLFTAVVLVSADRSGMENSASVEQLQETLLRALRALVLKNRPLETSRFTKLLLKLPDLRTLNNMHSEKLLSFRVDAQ
ASAP1 GAP inh = ASAP1 ArfGAP inhibition. inhibition, % at 16.5 µM. 0.19% of 360,000 active. ASAP1-stimulated ARF1 GTP hydrolysis, GDP FP detection. Q9ULH1; in the data active = inhibition above about 25%;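 note: 0% = vehicle with enzyme and substrate and 100% = no enzyme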
Target sequence (Q9ULH1 325-724 limits assumed): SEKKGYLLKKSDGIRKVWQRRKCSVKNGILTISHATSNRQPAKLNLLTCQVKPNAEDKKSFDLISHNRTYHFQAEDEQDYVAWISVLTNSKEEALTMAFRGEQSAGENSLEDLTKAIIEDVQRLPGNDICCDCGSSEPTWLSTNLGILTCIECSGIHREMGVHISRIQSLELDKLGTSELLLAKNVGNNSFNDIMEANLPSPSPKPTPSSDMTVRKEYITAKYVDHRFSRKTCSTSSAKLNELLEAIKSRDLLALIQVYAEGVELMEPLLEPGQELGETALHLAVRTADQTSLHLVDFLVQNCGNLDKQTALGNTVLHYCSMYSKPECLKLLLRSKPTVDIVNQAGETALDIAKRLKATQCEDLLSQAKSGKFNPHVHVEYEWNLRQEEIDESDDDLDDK
ARFGAP1 inh = rat ARFGAP1 inhibition; inhibition, % at 16.5 µM; AID 651572; 0.26% of 360,000 active; Q62848; Arfgap1-stimulated ARF1 GTP hydrolysis, GDP FP detection;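 active = inhibition above a per-plate limit, mean inhibition of low control wells plus 3 SD, cut at about 25% in these data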;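 note: 0% = DMSO wells with enzyme and 100% = wells lacking Arfgap1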
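Material: rat Arfgap1 catalytic domain, aa 1-136; also added: human ARF1(Δ1-17)-GTP substrate; compound dosing: one concentration, 16.5 µM, DMSO 1.26%; incubation: GTP hydrolysis reaction 2 h at 25 °C; measured by: Tracer-displacement fluorescence polarization with EDTA stop, 620/688 nm; evaluation: % inhibition from polarization; repeats: one replicate per compound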
PG9 Ab binder = small molecules binding HIV-1 gp120 antibody PG9. inhibition, % at 6.7 µM. TR-FRET gp120-PG9 antibody binding. AID 624416. 0.43% of 360,000 active; in the data active = inhibition above about 8.5%
HTRA1 inh = inhibitors of human serine peptidase HTRA1; 0.5% of 340,000 active; inhibition, % at 5.96 µM; recombinant HTRA1, FP-rhodamine activity-based probe, fluorescence polarization; Q92743; AID 504803; in the data active = inhibition above about 36%;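 note: 0% = enzyme with DMSO and 100% = wells lacking enzyme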
Active calls of the source: *; . = not tested or not shown.

SMILES	NPR1 activator	rCAG binder	NPR2 activator	SMARCA2 activ	ABHD4 inh	Rev-erbA mod	ASAP1 GAP inh	ARFGAP1 inh	PG9 Ab binder	HTRA1 inh
O=C(c1cc2cc(Cl)ccc2[nH]1)N1CCN(c2ccccc2F)CC1	-4	-1	-4	-2	-1	1	-1	2	2.3	-4
Cc1c(C(=O)OC(C)C)sc2nc[nH]c(=O)c12	3	0	-6	-1	-2	2	1	4	1.1	5
O=c1c2ccccc2ncn1-c1cccc(Br)c1	2	-1	7	1	3	8	4	14	-1.0	-2
CC1CC(=NNC(=O)C2COc3ccccc3O2)CC(C)(C)C1 (configuration not stated)	-4	2	3	-1	0	-6	1	8	-1.1	0
COc1ccc(NCC(=O)n2c(C)c(C)c3ccccc32)cc1OC	-4	0	-2	-3	11	6	-18	-7	-0.9	3
Cc1ccc(C(=O)Nc2nnc(Cc3ccccc3)s2)cc1	9	18	-2	0	-5	20	-4	15	5.2	8
CC1CCN(c2nc3ccc(C(=O)O)cc3s2)CC1	1	1	5	-3	-5	3	11	-13	1.6	5
CCC1CCCCN1C(=O)CSc1nnc(-c2ccc3c(c2)OCCO3)o1 (configuration not stated)	0	-10	7	1	-1	1	6	-5	-0.6	-4
COc1ccccc1NC(=O)NCCC1=CCCCC1	1	-5	7	-1	1	1	-3	-6	-2.1	-7
FC(F)(F)c1cccc(NC(=S)Nc2cccc(Cl)c2)c1	0	3	1	-3	0	11	16	7	0.9	-1
CC(C)c1ccc(NC(=O)C2Cc3c(-c4cccc(F)c4)ccnc3O2)cc1 (configuration not stated)	0	9	-2	-4	-8	2	-5	9	2.0	.
COc1ccc2c(c1)C1(Nc3ccccc3-c3nc4ccccc4n31)C(=O)N2 (configuration not stated)	-24	7	-12	-3	-9	6	13	4	-2.1	-15
COC(=O)C1=C(C)NC(C)=C(C(=O)OC)C1c1ccc(-c2cccc(Cl)c2Cl)o1	-3	3	-2	-2	-23	3	13	9	-1.6	-59
Cc1ccc(OCC(=O)N/N=C/C=C/c2ccco2)c(Br)c1	4	20	-4	-1	4	-4	-3	-5	-0.3	0
COc1cc(CN2CCCC(C)C2)ccc1OCc1ccccc1 (configuration not stated)	4	-4	4	5	-4	-1	16	-10	0.9	5
Cc1ccc(-c2nnc(SCC(=O)N3c4ccccc4NC(=O)C3(C)C)n2N)cc1	3	-4	0	2	-8	1	-1	3	-0.9	0
COc1cc(NC(=O)c2ccccc2)c(OC)cc1NC(=O)CN1CCN(c2ccccn2)CC1	-2	-2	0	-1	-5	2	5	2	-3.5	-6
COc1ccc(CCN2CCCn3c2nc2c3c(=O)n(CC(C)C)c(=O)n2C)cc1OC	0	-3	1	-1	-6	0	10	0	1.4	3
CN(C)C=Nc1c(Br)cc(Br)c2nonc12	3	-17	-3	0	7	7	5	7	-0.4	-4
COc1cc(/C=N/NC(=O)c2nnn(-c3nonc3N)c2C(C)C)ccc1OCc1ccc(F)cc1	4	5	6	-2	-40	-1	2	-4	-0.7	-33
O=C(NC1CCCCC1)N1CCC(n2c(=O)[nH]c3ccccc32)CC1	-2	0	4	-2	6	-4	4	-1	1.0	-2
Cc1cccc(NC(=O)c2ccccc2O)c1C	2	1	0	5	-6	-1	-15	9	-3.9	2
O=C(NCC1COCCO1)C1CCN(S(=O)(=O)c2cccc3ccccc23)CC1 (configuration not stated)	-1	5	0	-3	4	7	.	.	.	.
COc1cc(C(=O)Nc2scc(-c3ccc(C)cc3)c2C(=O)O)cc(OC)c1OC	2	50*	3	-1	-15	6	4	-21	-1.8	-3
CC1NC(=O)c2cc3ccccc3cc2-n2c1nc1cc(Cl)ccc1c2=O (configuration not stated)	-5	8	0	-2	-20	16*	11	0	-1.4	-28
COC(=O)N1[C@H](C)C=C[C@]1(Cc1ccccc1)C(=O)NCCCNc1ncc(C(F)(F)F)cc1Cl	-4	-6	-2	0	-6	2	7	4	-2.9	-22
CN(Cc1nc(-c2cnccn2)no1)CC1CCN(Cc2ccccc2)CC1	1	-9	-1	-2	-3	-1	7	-1	-2.0	-3
CCOc1ccc2nc(NC(=O)CSc3ccccc3)sc2c1	4	8	-11	5	0	1	-8	-12	-0.9	-11
Cn1cccc1Cc1nnc(SCC(=O)N2CCOCC2)n1-c1ccc(F)cc1	4	1	2	-2	3	5	25*	9	-0.2	-2
Cc1ccc(C)c(NC(=O)C2CC3CCC2C3)c1 (configuration not stated)	-2	-1	4	1	-3	0	-5	-4	-0.9	-1
Cc1cc(NC(=O)CN2C(=O)[C@@H]3[C@H](C2=O)[C@@H]2C[C@H]3C(Br)C2Br)no1 (some centres not stated)	1	-1	-1	-3	-3	-2	-6	-24	0.7	0
COc1ccc(-c2c(C)nn(-c3ccccc3)c2NC(C)=O)cc1OC	1	0	5	-3	3	-1	7	0	-1.5	3
O=c1cnc2ccccc2n1Cc1ccccc1	2	-1	2	-2	2	3	2	4	-0.5	-1
O=[N+]([O-])c1cccnc1Oc1ccccc1F	-1	-1	0	9.6*	4	6	0	-3	-2.9	9
Cc1ccc(CN2CC(C(=O)N(CC(C)C)c3c(N)n(Cc4ccccc4)c(=O)[nH]c3=O)CC2=O)cc1 (configuration not stated)	5	5	0	-3	-4	-5	-10	1	0.9	-7
O=S(=O)(NCCS(=O)(=O)N1CCN(c2ccccc2)CC1)c1ccccc1	4	0	5	-2	2	4	-3	-6	0.3	-2
Cc1cc(-c2nn(-c3ccccc3F)cc2CNCCc2cnccn2)c(C)s1	-5	-5	-2	4	-8	6	-6	6	0.0	-6
COc1ccc(CN2C(=O)COc3ccccc32)cc1	-3	-1	0	0	-4	-4	13	-6	-4.0	-7
Cc1cc2nc3n(c2cc1C)CCCN3	0	3	-5	-2	2	-3	2	-1	-2.2	5
COc1cc(C(=O)N/N=C/c2ccsc2C)cc(OC)c1OC	1	4	-20	-2	-3	-6	-1	-1	-2.4	1
O=C(N/C(=C/c1ccc(Cl)cc1)C(=O)N1CCOCC1)c1ccccc1	0	-8	1	-1	-3	0	-10	13	0.7	1
CC(NC(=O)c1ccccc1)c1nnc(SCC(=O)Nc2nnc(C3CC3)s2)n1C (configuration not stated)	0	-1	1	-1	-3	-2	-19	5	-1.5	-6
COc1ccc(CNC(=O)C(=O)NC2CC(C)(C)NC(C)(C)C2)cc1	2	3	2	-2	-4	0	-6	-5	-1.7	-2
COc1cccc(OC)c1-c1nn2c(-c3cc(-c4ccccc4)n[nH]3)nnc2s1	3	12	-1	1	-19	65*	129*	130*	-17	-39
COc1ccc(-c2cn(-c3ccc(C)c(C)c3)c(=S)[nH]2)cc1OC	2	15	-6	-2	6	-1	2	2	-1.8	6
CSCCC(NS(=O)(=O)c1ccc(Cl)cc1)C(=O)OCC(=O)NC1CCCCC1 (configuration not stated)	1	-7	-2	-2	11	-2	-3	2	-0.1	-13
C=CCn1c(Oc2ccc(C=O)cc2OCC)nc2c1c(=O)n(C)c(=O)n2C	-10	-1	-4	-2	-1	0	-14	-8	0.0	-10
COC(=O)[C@@]12C[C@@H](CC(=O)NCc3cccs3)C(=O)N(Cc3ccccc3)C1=CCC(C)(C)C2	-2	1	-2	-2	-2	-1	-5	3	0.7	.
Cn1c(NC(=O)C[n+]2cc(-c3ccc(F)cc3)n3c2CCC3)cc(=O)n(C)c1=O	1	3	2	-5	-3	2	-14	-2	2.1	-5
CC(C)Cc1nc2sc3c(c2c(=O)n1N)CC(C(C)C)OC3 (configuration not stated)	1	4	-5	-1	-10	-3	-12	13	-2.1	2
CCOc1ccc(-n2c(SC)nc3c(c2=O)SCC3)cc1	2	-3	0	1	-3	4	6	-10	1.1	-4
CC(CNC(=O)c1ccc(C(C)(C)C)cc1)CN(C)C (configuration not stated)	0	-1	4	-1	3	2	1	2	-0.7	2
C[C@H](CO)N1C[C@H](C)[C@@H](CN(C)Cc2ccccc2)Oc2c(NS(=O)(=O)c3ccc(F)cc3)cccc2C1=O	1	-6	2	1	5	-5	-4	-11	11*	-2
Cc1[nH]c2ccccc2c(=O)c1CNCc1ccccc1	0	3	-1	-5	2	-2	-9	1	0.6	-8
FC(F)(F)c1ccc(C2[C@H]3CN(Cc4ccc(-c5ccccc5)cc4)[C@H](c4ccccc4)C34CC2(c2cccnc2)C4)cc1 (some centres not stated)	2	4	-2	0	4	-1	4	4	-0.1	.
COc1ccc(CCN(CC(=O)NC2CCCC2)C(=O)CCC(=O)Nc2cc(C)on2)cc1OC	1	0	3	-6	-12	-1	0	-8	-0.4	3
COc1ccc(/C=C/C(=O)Nc2cccnc2Cl)cc1	0	3	2	6	97*	1	-19	-1	0.1	8
O=c1[nH]c2ccccc2n1CCCOc1ccccc1	1	-7	0	-3	-14	5	5	-1	1.9	-2
Cn1cc(S(=O)(=O)N2CCc3ccccc32)cc1C(=O)NC1CCCCC1	-28	2	-28	0	0	6	4	7	0.2	-3
O=S(=O)(NCCc1ccccc1)c1cccs1	-3	3	6	-4	-8	-2	-10	-6	-3.8	-6
(further entries)
SMILES	NPR1 activator	rCAG binder	NPR2 activator	SMARCA2 activ	ABHD4 inh	Rev-erbA mod	ASAP1 GAP inh	ARFGAP1 inh	PG9 Ab binder	HTRA1 inh
O=C(CCc1nnc(CCC2CCCCC2)o1)NCCn1cccn1	-6	-3	6	6	-1	-3	-6	-9	1.2	3
CN1CC(=O)N(CC(=O)N2CCC(Cc3ccccc3)CC2)C1=O	5	-2	2	-2	-5	-3	-2	6	-0.4	-4
O=c1ccc(-c2ccc(S(=O)(=O)Nc3ccccc3)o2)n[nH]1	3	1	3	0	7	1	8	-14	-0.5	3
COc1ccc(OC)c(C(=O)N(C)C2CCCN(Cc3ccccc3F)C2)c1 (configuration not stated)	-2	1	7	-2	-2	5	7	15	-0.5	-1
Cc1cccc(Cn2nc(C)cc2NC(=O)Cn2cc([N+](=O)[O-])cn2)c1	0	-3	-4	0	3	5	4	-2	-0.2	2
Cc1ccccc1NC(=S)NC1CC2CCC(C1)N2Cc1ccco1 (configuration not stated)	-5	-5	0	-1	-5	-5	-10	-4	-1.6	0
CCOc1ccc(NC(=O)CSc2n[nH]c(=O)n2-c2ccccc2)cc1	-4	3	-2	-3	-3	-4	11	1	0.0	3

4 records picked at random from those above:
SMILES	NPR1 activator	rCAG binder	NPR2 activator	SMARCA2 activ	ABHD4 inh	Rev-erbA mod	ASAP1 GAP inh	ARFGAP1 inh	PG9 Ab binder	HTRA1 inh
Cc1cccc(Cn2nc(C)cc2NC(=O)Cn2cc([N+](=O)[O-])cn2)c1	0	-3	-4	0	3	5	4	-2	-0.2	2
COc1ccc(OC)c(C(=O)N(C)C2CCCN(Cc3ccccc3F)C2)c1 (configuration not stated)	-2	1	7	-2	-2	5	7	15	-0.5	-1
Cc1ccccc1NC(=S)NC1CC2CCC(C1)N2Cc1ccco1 (configuration not stated)	-5	-5	0	-1	-5	-5	-10	-4	-1.6	0
CCOc1ccc(NC(=O)CSc2n[nH]c(=O)n2-c2ccccc2)cc1	-4	3	-2	-3	-3	-4	11	1	0.0	3

Compound activity from PubChem.
